High-throughput results: PubChem, The Scripps Research Institute Molecular Screening Center
TEAD-YAP block: TEAD-YAP interaction inhibition | 640,000 compounds, 1.4% hits | HEK-TIYL cells, TEAD-Gal4/YAP UAS-luciferase luminescence | inhibition, % at 9.12 µM | AID 1259422; in the data active = inhibition above about 32%;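 also: 0% = median of test compound wells and 100% = reference inhibitor wells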
MITF primary: blocks human microphthalmia-associated transcription factor; O75030; AlphaScreen MITF homodimerization, bead proximity signal; inhibition, % at 2.6 µM; 650,000 compounds, 0.91% hits; in the data active = inhibition above about 50%;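 also: 0% = vehicle wells with protein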
FBW7 act: activators of human E3 ligase FBW7. normalized activity (activation), % at 26.1 µM. 650,000 compounds, 0.13% hits. AlphaScreen FBW7–phospho-cyclin E peptide binding, activator screen; in the data active = normalized activity above about 1.9%;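 also: purified mutant Fbw7 with reduced substrate affinity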
Target sequence (Q969H0 whole entry, looked up): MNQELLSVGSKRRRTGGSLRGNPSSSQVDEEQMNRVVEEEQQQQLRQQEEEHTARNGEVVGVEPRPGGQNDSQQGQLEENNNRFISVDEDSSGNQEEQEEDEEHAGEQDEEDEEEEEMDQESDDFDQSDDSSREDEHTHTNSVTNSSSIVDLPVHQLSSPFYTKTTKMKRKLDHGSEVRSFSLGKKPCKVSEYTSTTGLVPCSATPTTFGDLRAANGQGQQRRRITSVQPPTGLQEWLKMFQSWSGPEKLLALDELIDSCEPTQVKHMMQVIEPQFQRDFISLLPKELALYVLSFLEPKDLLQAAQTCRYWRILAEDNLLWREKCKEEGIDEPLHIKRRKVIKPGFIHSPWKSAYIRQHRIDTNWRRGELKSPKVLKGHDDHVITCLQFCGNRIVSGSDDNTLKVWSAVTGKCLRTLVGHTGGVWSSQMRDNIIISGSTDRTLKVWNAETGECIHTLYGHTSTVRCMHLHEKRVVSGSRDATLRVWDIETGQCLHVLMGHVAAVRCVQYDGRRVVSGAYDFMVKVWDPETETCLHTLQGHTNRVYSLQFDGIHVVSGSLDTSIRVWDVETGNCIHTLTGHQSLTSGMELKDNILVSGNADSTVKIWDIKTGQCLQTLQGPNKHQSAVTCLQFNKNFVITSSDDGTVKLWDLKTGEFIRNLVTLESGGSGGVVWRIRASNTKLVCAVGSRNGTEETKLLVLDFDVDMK
GPR151 activ: human GPR151 activation. Q8TDV0. activation, % at 11.2 µM. 650,000 compounds, 1% hits. PathHunter beta-arrestin GPR151 cells, luminescence. AID 1508602; in the data active = activation above about 4.9%;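 also: 0% = median of compound wells and 100% = cells with positive control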
Target sequence (Q8TDV0 whole entry, looked up): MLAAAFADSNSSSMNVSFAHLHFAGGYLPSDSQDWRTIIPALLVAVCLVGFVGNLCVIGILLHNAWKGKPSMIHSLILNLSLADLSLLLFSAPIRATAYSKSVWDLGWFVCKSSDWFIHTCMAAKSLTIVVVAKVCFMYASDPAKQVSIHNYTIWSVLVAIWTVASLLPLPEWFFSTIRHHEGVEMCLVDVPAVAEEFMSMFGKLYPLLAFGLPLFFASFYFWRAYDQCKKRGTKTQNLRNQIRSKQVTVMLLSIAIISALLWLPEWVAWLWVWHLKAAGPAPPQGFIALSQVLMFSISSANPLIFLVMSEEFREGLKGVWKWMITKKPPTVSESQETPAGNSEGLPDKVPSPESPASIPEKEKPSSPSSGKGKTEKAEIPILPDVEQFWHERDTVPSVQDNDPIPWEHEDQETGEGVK
The depositor's hits bear a star. Random draw from the library; 3.4% or so of the library scored in one or more.

Results follow in this order: TEAD-YAP block	MITF primary	FBW7 act	GPR151 activ
> Cc1ccc(C(=O)NCC(c2ccco2)N2CCN(c3ccccc3)CC2)cc1 (configuration not stated)
  6	7	1.6	1.1
> O=C1C(=O)c2ccccc2/C1=C/c1ccccc1[N+](=O)[O-]
  6	-6	-0.4	-1.8
> CC1(C)OC(=O)C(=Cc2ccc(F)cc2)C(=O)O1
  5	24	0.1	-0.3
> CCCCNC(=O)c1noc2c1CCc1ccccc1-2
  -44	-7	0.0	-0.9
> Cc1ccc(Cl)cc1NC(=O)C1CC2CCCN2C12C(=O)N(C)c1ccccc12 (configuration not stated)
  6	12	0.2	1.6
> CS(=O)(=O)N(CC(=O)O)c1ccc(Oc2ccccc2)cc1
  -4	7	-0.2	0.2
> COc1cc(C(=O)N2CCN(Cc3ccccc3)CC2)c([N+](=O)[O-])cc1OC
  -2	5	0.0	0.8
> COc1ccccc1CN(C)S(=O)(=O)/C=C/c1ccccc1
  6	10	0.3	0.0
> COCCCNC(=O)COc1cc(C)c(Br)c(C)c1
  -11	-15	0.0	0.3
> Cc1cccc(N2C(=O)CSC2c2ccccc2C(F)(F)F)c1 (configuration not stated)
  4	-1	0.0	1.8
> COc1ccc(NC(=O)CCn2c(=S)[nH]c3ccccc3c2=O)cc1OC
  2	13	0.1	-0.9
> CCCOc1cccc(C(=O)Nc2ccc(Cl)c(-c3nc4ccccc4s3)c2)c1
  4	4	-0.1	0.4
> CCn1nnc2c(N3CCN(CC(=O)N4CCCCC4)CC3)ncnc21
  -5	-2	0.9	0.8
> Cc1ccc(NC(=O)Cn2c3ccccc3c(=O)c3ccccc32)c(C)c1
  3	-12	0.3	-0.9
> CC(=O)Nc1ccc(OCC(O)Cn2c(C)nc3ccccc32)cc1 (configuration not stated)
  5	1	0.0	0.7

Some values from the entries so far:
GPR151 activ, CS(=O)(=O)N(CC(=O)O)c1ccc(Oc2ccccc2)cc1 reads 0.2
MITF primary, COc1cc(C(=O)N2CCN(Cc3ccccc3)CC2)c([N+](=O)[O-])cc1OC reads 5

Additional entries follow:
Results follow in this order: TEAD-YAP block	MITF primary	FBW7 act	GPR151 activ
> Cc1nn(C(C)C)c(C)c1CN1CCN(C2CCCC2)C(CCO)C1 (configuration not stated)
  3	8	0.0	-0.4
> CCOC(=O)C1=C(C)N=c2s/c(=C\c3cc(OCC)c(OC)cc3Br)c(=O)n2C1c1ccc(Cl)cc1 (configuration not stated)
  14	-1	0.3	1.7
> O=C(Cn1cnc2c(oc3ccccc32)c1=O)Nc1ccc(Cl)c(Cl)c1
  14	3	0.0	-1.8
> COc1ccccc1-n1c(CNC(=O)c2cccs2)nnc1SCC(=O)N1CCCc2ccccc21
  4	-24	0.1	-1.2
> Cc1ccc(CNC(=O)CNC(=S)N(Cc2ccccc2)Cc2ccccc2F)cc1
  2	1	0.0	-1.0
> CCOc1cc(N2CCN(S(=O)(=O)c3ccc(OC)cc3)CC2)nc(C)n1
  3	6	0.0	3.3
> Cc1ccc(C(=O)NC2CCCCCC2)o1
  -9	-2	0.2	4.0
> COCCCNC(=O)c1nnc(-c2ccccc2)o1
  -53	-2	-0.1	-0.5
> O=C1NC(=O)/C(=C/c2ccccc2OCC(=O)N2CCCCC2)S1
  1	2	-0.2	4.7
> CCC1C(=O)C(C)(C)C(=O)OC1c1ccc(OC)c(OC)c1 (configuration not stated)
  2	13	0.1	-1.0
> COc1ccc(NC(=O)N2CCCC(c3nc(-c4ccc(OC)cc4)no3)C2)cc1 (configuration not stated)
  -56	13	0.1	-2.5
> CCn1c(N2CCC(C(=O)Nc3ccc(F)cc3F)CC2)nc2ccccc21
  18	-5	0.0	-1.2
> O=C(c1cccnc1)N1CCN(c2nnnn2-c2ccccc2)CC1
  -6	-6	0.1	2.1
> O=C(Nc1ccccc1Cl)c1ccc(F)c(S(=O)(=O)N2CCN(c3cccc(Cl)c3)CC2)c1
  10	10	-0.1	-1.0
> O=C(O)CCCCCN1C(=O)/C(=C\c2cccs2)SC1=S
  28	1	-0.1	0.5
> COC(=O)c1ccc(NC2=C(N3CCCC3)C(=O)c3ccccc3C2=O)cc1
  -15	-9	0.0	4.1
> O=C(NCc1nc(-c2ccncc2)n[nH]1)c1ccc2c(c1)OCCO2
  1	1	-0.1	0.3
> COc1ccccc1Nc1nc2ccccc2nc1-n1nc(C)cc1C
  3	1	0.1	0.7
> CC(=O)N/N=C/c1ccccc1OCc1ccccc1F
  1	2	0.0	1.1
> Cc1ccccc1OCC(=O)NC1CC1
  -15	7	0.0	2.5
> Cc1ccc2c(c1)N(C(=O)/C=C/c1ccccc1)C(C)(C)CC2(C)c1ccccc1 (configuration not stated)
  -2	0	-0.2	-0.4
> O=C(c1ccc(F)cc1)N1CC[C@H]2[C@H](CCCN2C(=O)c2cc3c([nH]c2=O)CCCC3)C1
  -6	10	-0.1	-0.4
> N#Cc1cc2c(ccc3ccccc32)oc1=O
  -6	0	-0.1	1.4
> COc1cc(NC(=O)c2ccc(OC(C)C)cc2)ccc1NC(=O)C(C)C
  -19	-2	-0.1	0.0
> O=C(c1ccc(Cl)s1)N(Cc1ccsc1)C1CC1
  1	-7	0.2	0.2
> CC(C)NC1CCN(c2ccc(C(=O)N3CCOCC3)cc2)CC1
  -4	8	-0.2	-0.9
> CCNc1nc(NCc2cccc(C(F)(F)F)c2)c2ncn(C(C)C)c2n1
  3	2	0.0	1.2
> CCN(CC)C(=O)CSc1nc(N)c(C#N)c(CC(C)C)c1C#N
  9	17	0.6	-0.5
> Cc1ccc(S(=O)(=O)N(CCCO)Cc2cc3cc4c(cc3[nH]c2=O)OCCO4)cc1
  -53	4	0.1	-0.1
> CCN1C(=O)c2ccccc2S(=O)(=O)c2ccc(C(=O)NCc3ccco3)cc21
  -19	9	-0.3	1.4
> CCOC(=O)C1CCCN(C(=O)Cn2cnc3sc(C)c(C)c3c2=O)C1 (configuration not stated)
  12	-6	0.1	0.0
> CN(CCc1ccccn1)Cc1cccc(F)c1
  -6	73*	-0.1	0.2
> CC(=O)c1c(C)[nH]c(C(=O)CSc2nnc(Nc3ccccc3C)s2)c1C
  4	-11	0.0	-0.6
> O=C(CSc1ccc(-c2ccncc2)nn1)NCc1ccc(Cl)cc1
  6	8	0.1	0.3
> COc1ccc(OC2=C(Cl)C(=O)N(Cc3ccccc3)C2=O)cc1
  0	8	0.1	-1.1
> CSCCNCc1c(C(=O)N(C)CCc2ccccc2)nc2sccn12
  -1	5	0.1	3.5
> O=C(Nc1nc2ccccc2[nH]1)c1cccc(Cl)c1
  -18	0	0.0	-2.1
> Cc1nc(N=C(NC(=O)c2ccccc2)NC(=O)c2ccccc2)nc2ccccc12
  -5	-7	0.0	-0.4
> CC(=O)c1ccc(NC(=O)c2sc(-n3cccc3)nc2C)cc1
  -18	-4	1.1	-1.0
> O=C1CCc2cc(S(=O)(=O)NC3CCCC3)cc3c2N1CC3
  -1	-4	0.0	0.1
> O=C1NC(=O)/C(=C/c2ccc(-c3cc(Cl)ccc3Cl)o2)N1
  -4	20	0.4	0.8
> Nc1nc(Nc2ccc(C(F)(F)F)cc2)nc2c1ncn2Cc1ccc(C(F)(F)F)cc1
  -1	0	0.3	0.5
> Cc1ccc(Cc2c(C)nc3nc(=S)[nH]n3c2C)cc1
  -8	4	-0.1	-1.1
> CC(C)(C)c1ccc(C(=O)N2CCCC(C(=O)NN3S(=O)(=O)c4ccccc4S3(=O)=O)C2)cc1 (configuration not stated)
  -4	0	-0.1	0.4
> O=C(CCl)NC(=O)c1ccc(Cl)cc1
  11	-1	0.1	-1.6
> C=CCNC(=O)C(=O)N/N=C/c1ccccc1Cl
  0	-27	-0.1	-0.6
> CC(C)Oc1ccccc1C(=O)N/N=C/c1ccc(N(C)C)cc1
  -20	6	0.0	1.4
> Cc1ccc(N(C(C)C(=O)NC2CC2)S(C)(=O)=O)cc1 (configuration not stated)
  -6	2	-0.1	-1.2
> CSc1cccc(NC(=O)C2C3C=CC4(O3)C2C(=O)N(CCC2=CCCCC2)C4C(=O)NC2CCCCC2)c1 (configuration not stated)
  4	-33	0.2	1.4
> O=C(CSc1ccc([N+](=O)[O-])cn1)Nc1ccc(N2CCOCC2)cc1
  10	13	0.0	-0.2
> O=C1c2ccccc2C(=O)N1c1cccc(Cl)c1Cl
  -4	-9	0.0	1.4
> COc1ccc(C2(CC(=O)N(C)CCOc3ccc(C)cc3)CC(=O)N(C)C2=O)cc1 (configuration not stated)
  -53	10	0.1	-0.7
> Cc1cccc(CN[C@H]2C[C@H]3C(=O)N[C@H]([C@H](C)O)C(=O)N3C2)c1
  0	10	0.0	-0.3
> O=C(NCc1ccccc1)c1nnc(Cc2ccccc2Cl)o1
  -4	-3	0.1	0.2
> CCOC(=O)COc1ccc(/C=C(/C#N)C(=O)Nc2cccc(Br)c2)cc1
  6	-2	-0.1	0.0
> FC(F)(F)c1cccc(NCn2nnc3ccccc32)c1
  1	-11	0.0	0.6
> O=C(COc1ccc(Cl)cc1)NCCN1CCCCC1
  -8	4	0.2	0.9
> Cc1ccc(-c2nc(=S)c3c(n2CCO)CCCC3)cc1
  2	4	-0.1	-0.1
> C=CCNC(=O)c1cc2c(=O)n3cc(C)ccc3nc2n(C(C)C)c1=N
  -12	10	0.8	-0.9
> O=C(NCCN1CCOCC1)c1ccc2c(c1)CC(c1nc3ccc(-c4cn[nH]c4)cc3c(=O)[nH]1)CO2 (configuration not stated)
  -3	17	0.1	0.1

Carrying on:
Results follow in this order: TEAD-YAP block	MITF primary	FBW7 act	GPR151 activ
> CCCCOC(=O)c1ccc(NC(=O)CSc2nnc(C)c(=O)[nH]2)cc1
  -1	3	0.1	-2.2
> COc1ccccc1NC(=O)c1cc(OC)c(OC)c(OC)c1
  2	4	0.1	-1.0
> CN(C(=O)CNC(=O)CN1C(=O)c2ccccc2C1=O)c1ccc(Br)cc1
  3	-2	0.0	0.4
> COc1cc2cc(C#N)c(SCC(=O)NCCc3ccccc3)nc2cc1OC
  9	5	0.1	-1.0
> c1ccc2cc(CN3CCc4nnc(C5CCCO5)n4CC3)ccc2c1 (configuration not stated)
  3	7	-0.1	0.4
> COc1ccccc1-n1c(SCC(=O)/C(C#N)=C(\C)N)nnc1-c1cccs1
  -6	8	-0.2	0.6
> CCOC(=O)CNC(=O)Cc1ccc([N+](=O)[O-])cc1
  7	-9	0.0	-1.1
> Cc1ccc(-c2cc(C(=O)N/N=C/c3ccccc3O)[nH]n2)cc1
  11	18	-1.0	0.5
> CCN(C(=O)C1C(=O)NC2(C)CC1c1ccccc1O2)c1ccccc1 (configuration not stated)
  7	12	-0.1	0.3
> COc1cccc(C(=O)N2CC[C@@H]3[C@H](CCCN3C(=O)c3cn4ccccc4n3)C2)c1
  4	16	0.0	-1.3
> COc1ccccc1N1CCN(Cc2nnnn2Cc2ccc3c(c2)OCO3)CC1
  16	7	-0.3	2.2
> O=S(=O)(Nc1ccccn1)c1ccc(-c2ccc(S(=O)(=O)Nc3ccccn3)cc2)cc1
  -1	-2	-0.2	1.2
> CS(=O)(=O)c1ccc(NCc2ccco2)c(F)c1
  -1	-3	0.1	3.2
> Fc1cccc(CN2CCCC(c3nc4ccc(-c5ccncc5)cc4[nH]3)C2)c1 (configuration not stated)
  -3	1	0.0	-0.8
> O=C(NC1CCN(C(=O)Nc2ccc(F)cc2)CC1)C1CCCCC1
  16	15	0.0	-0.7
> COc1ccccc1-c1nc(NC(C)=O)n[nH]1
  -3	-3	-0.4	1.4
> CCC(Sc1nc2n[nH]c(C)c2c(=N)n1-c1ccccc1C)C(=O)N1CCCC1 (configuration not stated)
  -10	12	-0.1	-1.7
> Cc1c(C(=O)OCc2cccc(F)c2)nnn1-c1cccc(F)c1
  -6	-19	0.0	-0.7
> COc1cc(OC)cc(C(=O)Nc2ccc([N+](=O)[O-])cn2)c1
  -5	1	0.0	-1.9
> CC(=O)c1cccc(-c2cc(NCCO)ncn2)c1
  -14	11	0.0	0.1
> COc1ccc(N/C(C)=C/C(=O)c2ccccc2)c(OC)c1
  -10	-4	-0.1	0.6
> CCCn1c(SCC(=O)Nc2cc(C)on2)n[nH]c1=O
  6	9	0.1	-0.9
> COCC(C)Nc1cc2c(cc1[N+](=O)[O-])OCCO2 (configuration not stated)
  -2	-2	0.0	3.7

Compounds from the list above that have an aryl thioether with sulfur outside any ring:
Results follow in this order: TEAD-YAP block	MITF primary	FBW7 act	GPR151 activ
> COc1ccccc1-n1c(CNC(=O)c2cccs2)nnc1SCC(=O)N1CCCc2ccccc21
  4	-24	0.1	-1.2
> CCN(CC)C(=O)CSc1nc(N)c(C#N)c(CC(C)C)c1C#N
  9	17	0.6	-0.5
> CC(=O)c1c(C)[nH]c(C(=O)CSc2nnc(Nc3ccccc3C)s2)c1C
  4	-11	0.0	-0.6
> O=C(CSc1ccc(-c2ccncc2)nn1)NCc1ccc(Cl)cc1
  6	8	0.1	0.3
> CSc1cccc(NC(=O)C2C3C=CC4(O3)C2C(=O)N(CCC2=CCCCC2)C4C(=O)NC2CCCCC2)c1 (configuration not stated)
  4	-33	0.2	1.4
> O=C(CSc1ccc([N+](=O)[O-])cn1)Nc1ccc(N2CCOCC2)cc1
  10	13	0.0	-0.2
> CCCCOC(=O)c1ccc(NC(=O)CSc2nnc(C)c(=O)[nH]2)cc1
  -1	3	0.1	-2.2
> COc1cc2cc(C#N)c(SCC(=O)NCCc3ccccc3)nc2cc1OC
  9	5	0.1	-1.0
> COc1ccccc1-n1c(SCC(=O)/C(C#N)=C(\C)N)nnc1-c1cccs1
  -6	8	-0.2	0.6
> CCC(Sc1nc2n[nH]c(C)c2c(=N)n1-c1ccccc1C)C(=O)N1CCCC1 (configuration not stated)
  -10	12	-0.1	-1.7
> CCCn1c(SCC(=O)Nc2cc(C)on2)n[nH]c1=O
  6	9	0.1	-0.9
